KB-V1 MDR tox = qHTS assay for MDR1-selective chemotherapeutics: Primary screen using the drug-selected MDR subline cells KB-V1; AID 1347076, 2019; KB-V1 MDR cells viability, CellTiter-Glo, 72 h; 3.4% of 400,000 active; Potency, µM (highest dose often 46.1 µM), for inactives: at the highest dose activity change, negative = cytotoxicity, hits mostly cytotoxic; further: potency means the concentration at half of the fitted maximal effect; on the % scale 0 is the no-effect control and ±100 the full control effect; nearly all actives have a fitted effect of over 60% in size
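Cytotoxicity via CellTiter-Glo luminescence after 72 h compound exposure at 37 degrees C. Cells: drug-selected KB-V1 line, DMEM phenol-red free plus 10% FBS. Compounds tested at multiple concentrations; normalized data fitted to concentration-effect curves.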
IL1B secr inh = qHTS for Inhibitors of Inflammasome Signaling: IL-1-beta AlphaLISA Primary Screen; activity change, % at 57.5 µM; THP-1 LPS/ATP IL-1B secretion, AlphaLISA, 16 h; hits give low values; 4.7% of 360,000 active; AID 743279, 2014; in the data active means activity change below about -50%; inconclusive means mostly about -30% to -49%; further: on the % scale 0 is the no-effect control and ±100 the full control effect
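Secreted IL-1B measured by AlphaLISA bead assay after 16 h compound exposure of THP-1 cells; compounds (final up to 57.5 uM) added 1 h before LPS (250 ng/mL) and ATP (1.25 mM) stimulation; lower signal means less secretion.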
KB-3-1 cytotox = qHTS assay for MDR1-selective chemotherapeutics: Primary screen using the parental adenocarcinoma cell KB-3-1; KB-3-1 viability, CellTiter-Glo ATP luminescence, 72 h; Potency, µM (titrated, usually from 46.1 µM), for the others: top-dose activity change, negative = cytotoxic, hits mostly cytotoxic; 1.4% of 400,000 active; AID 1347075, 2019; further: potency means the concentration at half of the fitted maximal effect; on the % scale 0 is the no-effect control and ±100 the full control effect; nearly all actives have a fitted effect of over 60% in size
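Cytotoxicity in the drug-sensitive parental line KB-3-1 was scored as loss of CellTiter-Glo luminescence following 72 h incubation with compound. Values come from curve fitting of normalized concentration-response data.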
HT1080 IDH1KD tx = qHTS for induction of synthetic lethality in tumor cells producing 2HG: qHTS for the HT-1080-IDH1KD cell line; HT-1080 IDH1 knockdown viability, ATP luminescence, 48 h; Potency, µM (titrated, usually from 46.1 µM), inactives show top-dose activity, negative = toxicity, actives largely listed as cytotoxic; 2% of 360,000 active;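 further: potency means the concentration at half of the fitted maximal effect; 0% = DMSO wells and -100% = cell-free medium wells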
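Using the IDH1-knockdown HT-1080 line run in the same batch and compound series as the NT line, viability after 48 h at 37 °C was determined by CellTiter-Glo luminescence and expressed as % activity.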
SW480 rereplic = A quantitative high throughput screen for small molecules that induce DNA re-replication in SW480 colon adenocarcinoma cells; SW480 DNA re-replication, Hoechst DNA content imaging, 48 h; Potency, µM (titrated, usually from 46.1 µM), for the others: at the highest dose re-replication activation, most hits filed as activators; 1.8% of 340,000 active; further: potency means the concentration at half of the fitted maximal effect; % of control where 0% means no effect; nearly all actives have a fitted effect of over 55% in size
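Per well, 250 cells were exposed to pinned compound for 48 hr. Nuclear DNA was visualised with Hoechst (40 min, 37 C) and total object intensity recorded by fluorescence scanning.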
DRD3 agonist = qHTS of D3 Dopamine Receptor Agonist: qHTS | D(3) dopamine receptor (Homo sapiens), P35462 | D3R DiscoveRx beta-arrestin cells, luminescence, 90 min | max activation, % | 0.58% of 410,000 active | AID 652048, 2013; in the data active means max activation above about 30%; further: 0% is about no effect; mostly tested at two doses, the higher about 12 µM
Target sequence (P35462 whole entry, looked up): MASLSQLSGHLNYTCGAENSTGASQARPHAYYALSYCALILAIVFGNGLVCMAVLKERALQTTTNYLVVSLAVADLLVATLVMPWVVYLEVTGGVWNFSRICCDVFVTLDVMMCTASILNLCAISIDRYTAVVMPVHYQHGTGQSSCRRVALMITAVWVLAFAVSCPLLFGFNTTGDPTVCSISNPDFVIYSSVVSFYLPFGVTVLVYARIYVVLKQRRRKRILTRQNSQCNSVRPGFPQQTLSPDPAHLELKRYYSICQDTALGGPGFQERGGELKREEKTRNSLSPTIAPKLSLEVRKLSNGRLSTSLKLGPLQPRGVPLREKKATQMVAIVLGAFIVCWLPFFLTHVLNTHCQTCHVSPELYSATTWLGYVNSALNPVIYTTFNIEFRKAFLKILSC
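Agonist-mode cell screen: cells plated at 1500/well and incubated overnight at 37 °C, then exposed to library compounds for 90 min at 37 °C. Detection reagent was added for 30–60 min at room temperature, and luminescence was read.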
HT1080-NT tox = qHTS for induction of synthetic lethality in tumor cells producing 2HG: qHTS for the HT-1080-NT fibrosarcoma cell line; Potency, µM (titrated, usually from 46.1 µM), without a hit: at the highest dose activity, negative = less viability, actives largely listed as cytotoxic; HT-1080-NT fibrosarcoma viability, CellTiter-Glo ATP luminescence, 48 h; 1.6% of 360,000 active;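 further: NT is the 2HG producing partner of a matched IDH1 knockdown line; potency means the concentration at half of the fitted maximal effect; 0% = DMSO-treated cells and -100% = media-only wells without cells; nearly all actives have a fitted effect of over 55% in size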
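Read-out is CellTiter-Glo luminescence after 10 minutes at room temperature, following 48 hours' compound treatment of HT-1080-NT cells (750 cells/well, RPMI, 5% FBS, 37 degrees C).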
GLP1R ag = qHTS of GLP-1 Receptor Agonists; Glucagon-like peptide 1 receptor (Homo sapiens), P43220; HEK293 GLP-1R CRE-luciferase, luminescence, 4-6 h; cells express a hypersensitive GLP-1R form; Potency, µM (top dose mostly 45.6 µM), without a hit: top-dose activation, most hits filed as activators; 0.007% of 380,000 active; AID 624172, 2012; further: potency means the concentration at half of the fitted maximal effect; % of control where 0% means no effect
Target sequence (P43220 whole entry, looked up): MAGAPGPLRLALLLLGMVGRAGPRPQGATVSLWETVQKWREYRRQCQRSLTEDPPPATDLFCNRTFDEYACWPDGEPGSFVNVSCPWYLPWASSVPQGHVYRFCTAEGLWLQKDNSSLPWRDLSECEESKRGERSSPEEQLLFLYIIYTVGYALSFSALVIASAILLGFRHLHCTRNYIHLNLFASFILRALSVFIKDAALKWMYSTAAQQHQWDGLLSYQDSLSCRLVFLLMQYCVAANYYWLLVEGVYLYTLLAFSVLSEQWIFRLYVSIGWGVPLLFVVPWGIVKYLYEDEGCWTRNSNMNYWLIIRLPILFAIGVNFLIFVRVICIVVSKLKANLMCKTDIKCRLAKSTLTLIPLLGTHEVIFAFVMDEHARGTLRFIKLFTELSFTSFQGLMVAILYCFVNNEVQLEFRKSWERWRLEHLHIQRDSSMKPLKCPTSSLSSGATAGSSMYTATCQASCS
D3 antag = qHTS of D3 Dopamine Receptor Antagonist: qHTS. D(3) dopamine receptor (Homo sapiens), P35462. D3R cells, DiscoveRx beta-arrestin luminescence, antagonist mode; hits give low values. max response, negative = inhibition, %. 2.5% of 360,000 active. AID 652054, 2013; in the data active means max response below about -50%; inconclusive means no clear call, values can overlap the other calls; further: on the % scale 0 is the no-effect control and ±100 the full control effect; mostly tested at two doses, the higher about 12 µM
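Cells expressing the human receptor were seeded at 1500 cells/well, incubated overnight at 37 degrees C in 5% CO2, then exposed to library compounds with dopamine controls for 90 minutes at 37 degrees C before luminescent detection.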
Numbers without * were called inactive; ? = inconclusive; . = no result given; [ ] = dose if it differs, or a comment. Unless noted, the call rests on the fitted dose curve; in most records, active means well fitted curve in the direction sought with a large enough effect; inconclusive means small, poorly fitted or top-dose-only effect, or another doubt; inactive means no such curve, though single readings can be large; an effect the other way counts as inactive or inconclusive.

1. O=C(CSc1ncnc2ccccc12)NCCc1ccccc1
2. Cc1nc(=O)c(-c2ccccc2)c(C)n1-c1ccc(Br)cc1
3. O=C(Cn1cc(C(F)(F)F)ccc1=O)NC1CCCC1
4. Cc1ccc(/C=C2/C(=O)N(c3ccccc3)C(=S)N2C)o1
5. O=C1C2ON(c3ccccc3)C(c3ccncc3)C2C(=O)N1c1ccccc1 (stereo not drawn)
6. COc1ccc([C@H]2C[C@H](O)C[C@@H](CCn3cc(-c4ccccc4)nn3)O2)cc1
7. CC(C)Cn1c(N)c(C(=O)COC(=O)c2cccc(Cl)c2)c(=O)n(C)c1=O
8. CCn1c(SCC(=O)Nc2ccc(Cl)cc2)nnc1C1CC1
assay / compound	1	2	3	4	5	6	7	8
KB-V1 MDR tox	10%	-7%	6%	0%	0%	?	?	2%
IL1B secr inh	-21	-6	3	0	-10	69	40	1
KB-3-1 cytotox	-6%	-9%	1%	13%	8%	17%	15%	-1%
HT1080 IDH1KD tx	7%	3%	0%	-19%	20%	0%	-25%	1%
SW480 rereplic	-45%[inhibitor][1.84 µM]	?	-2%	?	-3%	.	-4%	-3%
DRD3 agonist	4	-11	-4	-4	2	7	3	-6
HT1080-NT tox	13%	-4%	10%	-16%	-1%	0%	-19%	2%
GLP1R ag	5%	0%	-7%	5%	1%	29%	2%	3%
D3 antag	23	-13	10	-8	20	5	4	0

9. CCCc1ccc(-c2ccc(C(=O)O)cc2)nc1
10. CCN(CC)S(=O)(=O)c1ccc2c(c1)nc(CCC(=O)OCC(=O)Nc1cc(OC)cc(OC)c1)n2C
11. COc1ccccc1NC(=O)c1cc2c(CO)cnc(C)c2oc1=Nc1cccc(C(N)=O)c1
12. COc1ccccc1N1CCN(C2CCCN(C(=O)c3cc(C)oc3C)C2)CC1 (stereo not drawn)
13. O=C(Cn1cc([N+](=O)[O-])cn1)NCc1ccccc1
14. O=C(Nc1nc2cc3c(cc2s1)OCO3)c1ccco1
15. Nc1c(C(=O)Nc2ccccc2)sc2nc3c(c(-c4ccco4)c12)CCC3
16. O=C(O)c1cc(Cl)c(Cl)cc1C(=O)Nc1cccc2cccnc12
assay / compound	9	10	11	12	13	14	15	16
KB-V1 MDR tox	12%	?	18%	8%	10%	-22%	-4%	?
IL1B secr inh	17	24	9	3	9	-2	-25	0
KB-3-1 cytotox	-2%	0%	2%	6%	9%	-22%	?	10%
HT1080 IDH1KD tx	6%	11%	2%	-4%	0%	?	?	-3%
SW480 rereplic	-2%	-2%	9%	1%	-8%	?	2%	1%
DRD3 agonist	11	7	6	-12	-1	3	7	3
HT1080-NT tox	0%	2%	-2%	-2%	5%	?	-9%	-2%
GLP1R ag	-1%	9%	-4%	2%	-5%	-6%	1%	3%
D3 antag	12	13	47	-20	-10	5	-60*	6

17. NC(=O)COC(=O)c1cccc(S(=O)(=O)N2CCCc3ccccc32)c1
18. O=C(COC(=O)C1CCC1)NCCc1ccc(Cl)cc1Cl
19. CCn1cc(C(=O)N2CCN(c3ccc(OC)cc3)CC2)c(=O)c2cc(S(=O)(=O)N3CCCCC3)ccc21
20. CCOc1cccc(CN(CC)CC2CCCN(CCc3cccc(OC)c3)C2)c1O (stereo not drawn)
21. Cc1cc(OCC(=O)NC2CCN(C)CC2)ccc1[N+](=O)[O-]
22. CCN1C(=O)[C@H]2[C@@H](c3ccc(-c4ccc(C(C)=O)cc4)cc3)N[C@@](C)(C(=O)OC)[C@H]2C1=O
23. O=C(Nc1ccc(N2CCCC2)c(Cl)c1)c1cccc(-c2cc3ccccc3oc2=O)c1
24. O=c1nc2ccccc2c2n1CC(CN1CCN(Cc3ccccc3)CC1)N2 (stereo not drawn)
assay / compound	17	18	19	20	21	22	23	24
KB-V1 MDR tox	11%	0%	8%	-11%	18%	-19%	1%	2%
IL1B secr inh	43	5	-6	-19	3	33	0	1
KB-3-1 cytotox	16%	16%	1%	-8%	5%	4%	16%	5%
HT1080 IDH1KD tx	-2%	7%	14%	-23%	2%	9%	10%	3%
SW480 rereplic	-5%	?	-4%	-4%	6%[1.84 µM]	-7%	0%	-9%[9.22 µM]
DRD3 agonist	-3	-4	-2	-12	4	9	-4	-9
HT1080-NT tox	3%	11%	-1%	-27%	7%	1%	9%	-1%
GLP1R ag	-3%	-1%	10%	-1%	-5%	19%	-6%	-9%
D3 antag	1	0	0	-19	4	11	-11	7

25. CC(C(=O)NCc1ccccc1)n1cc([N+](=O)[O-])cn1 (stereo not drawn)
26. Cc1[nH]c2ccccc2c1C(O)CN1CCN(c2cccc(C(F)(F)F)c2)CC1 (stereo not drawn)
27. C(=C\c1ccccc1)/CN1CCN(C(c2ccccc2)c2nnnn2C2CCCC2)CC1 (stereo not drawn)
28. O=C(O)C/C(=C\c1ccc2c(c1)OCO2)c1nc2ccccc2s1
29. Oc1ccccc1-c1cc(-c2ccc3c(c2)OCCO3)n[nH]1
30. CCOC(=O)c1c(C)n(C)c2ccc(OC)c(NS(=O)(=O)c3ccc(Cl)s3)c12
31. Cc1ccc(S(=O)(=O)Oc2ccccc2/C=N/NC(=O)c2c(Cl)cnn2C)cc1
32. Cc1ccc(SCC(=O)OCC(=O)NCCNC(=O)COC(=O)CSc2ccc(C)c(C)c2)cc1C
assay / compound	25	26	27	28	29	30	31	32
KB-V1 MDR tox	-1%	?	13%	10%	?	-14%	-16%	24%
IL1B secr inh	8	-103*	-5	38	-61*	-13	-10	-7
KB-3-1 cytotox	6%	15µM*	0%	0%	-5%	-23%	-10%	0.0052µM*
HT1080 IDH1KD tx	3%	?	?	-2%	?	-6%	-9%	3%
SW480 rereplic	-5%	-2%[9.22 µM]	.	-2%	-2%	0%	1%	-1%
DRD3 agonist	4	-10	-11	22	1	-4	1	-4
HT1080-NT tox	1%	?	?	-15%	?	-6%	-1%	2%
GLP1R ag	-4%	-1%	-1%	-2%	-5%	0%	-1%	0%
D3 antag	-3	-74*	?	-1	17	6	30	14

Pulled by compound from the list above, 3 records:
26. Cc1[nH]c2ccccc2c1C(O)CN1CCN(c2cccc(C(F)(F)F)c2)CC1 (stereo not drawn)
32. Cc1ccc(SCC(=O)OCC(=O)NCCNC(=O)COC(=O)CSc2ccc(C)c(C)c2)cc1C
31. Cc1ccc(S(=O)(=O)Oc2ccccc2/C=N/NC(=O)c2c(Cl)cnn2C)cc1
assay / compound	26	32	31
KB-V1 MDR tox	?	24%	-16%
IL1B secr inh	-103*	-7	-10
KB-3-1 cytotox	15µM*	0.0052µM*	-10%
HT1080 IDH1KD tx	?	3%	-9%
SW480 rereplic	-2%[9.22 µM]	-1%	1%
DRD3 agonist	-10	-4	1
HT1080-NT tox	?	2%	-1%
GLP1R ag	-1%	0%	-1%
D3 antag	-74*	14	30

Following part:
33. O=C(COc1ccccc1Cl)OCC(=O)N1CCN(S(=O)(=O)c2ccccc2)CC1
34. O=c1c(-c2ccc(Cl)cc2)[n+]([O-])c2ccccc2n1O
35. CC(C)n1nnnc1SCC(=O)c1c(N)n(C2CC2)c(=O)[nH]c1=O
36. CCCn1c(NCc2ccc(N(C)C)cc2)nc2ccccc21
37. C=CCN1C2CCCC1CC(NC(=O)Nc1cc(C)cc(C)c1)C2 (stereo not drawn)
38. O=C(CCC(=O)N1CCN(S(=O)(=O)c2ccc(Cl)cc2)CC1)NC1CCCc2ccccc21 (stereo not drawn)
39. CC1=CC=CN2C1=NC(=O)CC2(C)C(=O)N(CC(=O)NC1CCCC1)c1cc(C)cc(C)c1 (stereo not drawn)
40. Cc1ccc2c(c1)c1ccc3c(c1n2C)C(=O)C=CC3=O
assay / compound	33	34	35	36	37	38	39	40
KB-V1 MDR tox	20%	0%	?	-4%	-1%	-24%	?	12%
IL1B secr inh	15	19	3	?	-25	-4	-4	-3
KB-3-1 cytotox	2%	-1%	13%	8%	-6%	-2%	-1%	16µM*
HT1080 IDH1KD tx	12%	?	2%	1%	0%	-24%	2%	-1%
SW480 rereplic	-4%	-7%	-12%	4%	-4%	10%	-14%	?
DRD3 agonist	-1	4	-5	1	-2	-1	2	8
HT1080-NT tox	18%	-28%	-2%	0%	-7%	-14%	3%	-12%
GLP1R ag	7%	-21%	1%	5%	1%	-3%	1%	4%
D3 antag	-19	-14	-22	8	-10	30	9	-14

41. COc1ccccc1NCc1cc(=O)oc2c(C)c(O)ccc12
42. Cc1cc(NC(=O)CSc2nnc(Cc3ccccc3)n2C)no1
43. COc1ccc(Nc2c(CC(C)C)nc3nc(C)cc(C)n23)cc1
44. CCCC(=O)Nc1ccccc1Sc1ncnc2scc(-c3ccccc3)c12
assay / compound	41	42	43	44
KB-V1 MDR tox	-12%	-1%	?	?
IL1B secr inh	38	10	27	-77*
KB-3-1 cytotox	-3%	1%	-5%	0%
HT1080 IDH1KD tx	?	9%	5%	-4%
SW480 rereplic	?	0%	.	-10%
DRD3 agonist	2	3	1	-20
HT1080-NT tox	-16%	8%	0%	10%
GLP1R ag	19%	1%	-7%	-2%
D3 antag	1	-20	88	0
